hIAP act = human IAP activation | P09923 | purified human IAP, CDP-Star luminescence, 30 min; stronger effect = higher value; 1 = vehicle-only enzyme, 0 = enzyme-free background | activation factor at 10 µM | actives 0.16% (n = 330,000) | AID 2524;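 active means activation factor of the enzyme at least 2-fold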; further: the source names both 10 and 20 µM as test concentration; values of inactives mirror those of a sister screen read the other way
tim10-1 inh = inhibits growth of tim10-1 mutant yeast. S. cerevisiae tim10-1 ts strain growth, BacTiter-Glo, 24 h. AID 463190. inhibition, % at 20 µM. actives 2.2% (n = 330,000);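 active means inhibition of at least 40%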;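 further: mutant grown at 25 °C; 0% = DMSO wells with yeast and 100% = wells holding no yeast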
TIM10 inh = inhibits growth of TIM10 yeast strain; S. cerevisiae TIM10 strain growth, BacTiter-Glo luminescence, 24 h; inhibition, % at 10 µM; actives 1.4% (n = 330,000); AID 463195;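 active means inhibition of 40% or more at the single tested concentration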;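 further: wild-type TIM10 isogenic control strain grown at permissive 25 °C; 0% = DMSO yeast wells and 100% = minimal medium wells without yeast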
Apaf-1 inh = inhibitors of human Apaf-1 apoptosome. inhibition, % at 20 µM. reconstituted apoptosome caspase-3 activity, DEVD-Rh110 fluorescence. actives 0.71% (n = 330,000). AID 489030. O14727; active means inhibition of at least 40% at 20 µM;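 further: plate controls were DMSO wells for no effect and DEVD-CHO caspase inhibitor wells for full effect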
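Material: biochemical Apaf-1 apoptosome reconstitution. Medium: Hepes buffer, pH 7.5. Also added: cytochrome c activation, bis-DEVD rhodamine 110 substrate. Timing: 30 min compound preincubation, 50 min activation, room temperature. Measured by: rhodamine 110 fluorescence at Ex 480/Em 540 nm.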
mIAP activ = mouse IAP activation; muIAP, CDP-Star luminescence, 30 min; stronger effect = higher value; 1 = vehicle-only enzyme signal, 0 = enzyme-free wells; activation factor at 10 µM; actives 0.24% (n = 330,000);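 active means activation factor of at least 2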; further: the source names both 10 and 20 µM as test concentration; values of inactives mirror those of a sister screen read the other way
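Assay system: mouse IAP enzyme; reagent: chemiluminescent substrate CDP-Star; dosing: test compounds delivered from DMSO solution; schedule: 30 min at room temperature; measured by: luminescence from enzymatic CDP-Star hydrolysis; controls: DMSO-only wells and no-enzyme negative control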
ATG4B inhibitor = inhibitors of human ATG4B cysteine protease; Q9Y4P1; ATG4B cleavage of LC3-PLA2, NBD-HPC fluorescence, 1 h; inhibition, % at 8.33 µM; actives 0.51% (n = 340,000); AID 504462; in the data active means inhibition above about 40%
NLRP3 yeast inh = blocks the NALP3 inflammasome reconstituted in yeast | actives 0.39% (n = 330,000) | Yeast reconstituted NLRP3/ASC/caspase-1, beta-gal luminescence, 24 h | inhibition, % at 10 µM;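 active means inhibition of 50% or more; inactive means inhibition below 50%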;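 further: plate controls were induced DMSO wells for no effect and uninduced yeast grown without galactose for full effect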
hIAP inh = human IAP inhibition. actives 0.12% (n = 330,000). purified IAP, CDP-Star luminescence, 30 min. AID 2544. P09923. inhibition, % at 10 µM;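 active means inhibition reaching a set limit with compound at 10 µM in the primary screen, cut at about 35% in these data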;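 further: plate controls were DMSO wells with enzyme for no effect and no-enzyme buffer wells for full effect; values of inactives mirror those of a sister screen read the other way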
mIAP block = mouse IAP inhibition. inhibition, % at 10 µM. actives 0.2% (n = 330,000). purified mouse IAP, CDP-Star luminescence, 30 min;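 active means inhibition of at least 40% at 10 µM in the primary screen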;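 further: plate controls were DMSO with enzyme for no effect and no enzyme wells for full effect; values of inactives mirror those of a sister screen read the other way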
The depositor's hits bear a star; · = not tested or not shown; & = joins results of further samples.

SMILES,hIAP act,tim10-1 inh,TIM10 inh,Apaf-1 inh,mIAP activ,ATG4B inhibitor,NLRP3 yeast inh,hIAP inh,mIAP block
COCCCNC(=O)C1CCN(S(=O)(=O)N(CC(C)C)CC(C)C)CC1,1.1,13,2,-22,0.95,-3,10,-7,5
C/C(=N\NC(=O)c1ccco1)c1ccc(-c2ccccc2)cc1,0.86,-32,16,3,0.98,0,14,14,2
CC(=O)Cc1nsc(NC(=O)c2ccc(-c3cccc(Cl)c3)o2)n1,1.2,17,-14,-9,1,-1,13,-17,-4
CCN1C(=O)C(CC(=O)Nc2ccc(OC)cc2)N(CCCN2CCN(c3ccc(OC)cc3)CC2)C1=S (centres undefined),0.95,-5,12,20,1,2,4,4,-4
CC(=O)c1ccc(NC(=O)Cn2cnc(S(=O)(=O)N3CCCCC3)c2)cc1,1.2,-10,7,6,1.1,-2,-3,-18,-10
CCCCCCCCOC(=O)c1c(CSC(=N)N)n(C)c2cc(Br)c(OC(C)=O)cc12,0.96,46*,25,14,0.98,40*,-3,4,2
COC(=O)CC[C@@H](C(=O)O)N1C(=O)c2ccccc2C1=O,1,5,7,3,1.1,-8,-9,-4,-6
CC1CCN(CCC(=O)Nc2nccs2)CC1,1.2,-18,-9,-2,1.1,9,3,-23,-13
COc1ccc(C2=NS(=O)(=O)N(C)C(C(=O)NC(C)c3ccccc3)=C2)cc1OC (centres undefined),1,12,6,-1,1,-12,-7,-2,-4
COc1ccc(C(=O)CCN2CCN(c3ccccc3OC)CC2)cc1,1,27,7,3,0.99,0,18,0,1
COc1ccc(NC(=O)CCS(=O)(=O)c2ccc3c(c2)oc(=O)n3C)cc1OC,0.95,20,-4,-3,0.94,0,11,5,6
O=S(=O)(c1ccc(F)cc1)N(CCO)CC(O)Cn1c2ccccc2c2ccccc21 (centres undefined),0.75,35,5,10,0.99,-7,3,25,1
CCN(Cc1cnn(C)c1)Cc1nc(C(c2ccccc2)c2ccccc2)no1,1,5,-10,10,1.1,-10,1,-3,-5
O=C(COC(=O)/C=C/c1ccc(OC(F)F)cc1)NC(=O)NC1CCCCC1,1.2,12,2,15,0.93,-9,11,-16,7
CC(C)C(=O)Nc1nc(-c2ccc(S(=O)(=O)N3CCOCC3)cc2)cs1,0.96,9,17,4,0.98,-3,11,4,2
Cc1cc(C)cc(NS(=O)(=O)c2cc(Br)cnc2N)c1,1.2,22,14,-1,1,-2,18,-16,-3
COCc1nc2sc3c(c2c(=O)[nH]1)CCCC3,1,13,-9,-9,1,4,12,-3,-4
CCc1sc(NS(C)(=O)=O)nc1-c1ccccc1,1.4,19,-12,-2,1,-5,19,-44,0
CS(=O)(=O)N1CCC(C(=O)Nc2ccc3c(c2)OCO3)CC1,0.85,13,19,-4,0.92,-8,7,15,8
CCOC(=O)c1c(CSCc2ccccc2)oc2ccc(O)c(CN(C)C)c12,0.92,20,23,-10,1,14,20,8,0

Some entries already given, showing only mIAP block:
Molecule	mIAP block
CC1CCN(CCC(=O)Nc2nccs2)CC1	-13
COc1ccc(C2=NS(=O)(=O)N(C)C(C(=O)NC(C)c3ccccc3)=C2)cc1OC (centres undefined)	-4
COc1ccc(C(=O)CCN2CCN(c3ccccc3OC)CC2)cc1	1
COc1ccc(NC(=O)CCS(=O)(=O)c2ccc3c(c2)oc(=O)n3C)cc1OC	6
O=S(=O)(c1ccc(F)cc1)N(CCO)CC(O)Cn1c2ccccc2c2ccccc21 (centres undefined)	1
CCN(Cc1cnn(C)c1)Cc1nc(C(c2ccccc2)c2ccccc2)no1	-5

(more compounds)
SMILES,hIAP act,tim10-1 inh,TIM10 inh,Apaf-1 inh,mIAP activ,ATG4B inhibitor,NLRP3 yeast inh,hIAP inh,mIAP block
COCCN1C(=O)C(CC(=O)Nc2ccc(C(C)=O)cc2)SC1=Nc1ccccc1 (centres undefined),1.2,15,8,-2,1.1,-3&-17,18,-23,-12
CS(=O)(=O)NC1c2cccc3cccc(c23)C1Sc1nncn1/N=C/c1ccco1 (centres undefined),0.9,12,0,2,1,-14,4,10,0
O=C(COc1ccccc1)Nc1ccccc1NS(=O)(=O)c1cccs1,0.95,33,28,6,0.94,1,-2,5,6
CC(=O)Nc1ccc(NC(=O)Cn2nc(C(=O)Nc3ccc(C)cc3)ccc2=O)cc1,1,13,-5,-12,1,-4,20,-4,-1
COc1ccc(O)c(N)c1,0.73,-21,3,76*,0.59,·,-2,26,41*
COc1ccc(S(=O)(=O)N2CCC(n3cnc4cc(C(F)(F)F)ccc43)CC2)cc1,0.8,21,20,19,0.99,-22,11,20,0
CCOCC(=O)Nc1ccc(C)c(Cl)c1,0.78,11,0,5,1,-2,26,22,-1
CCOC(=O)Cc1csc(NC(=O)CSc2nc(-c3ccccc3)c(C#N)c(=O)[nH]2)n1,1,14,3,27,0.91,1,11,-3,9
Cc1ccc2c(c1)C(=O)CC1(CCCCCC1)O2,0.97,-4,2,-1,1.1,-4,6,2,-9
COc1ccc(CC(=O)OCC(=O)Nc2cc(Cl)ccc2C)cc1,0.91,4,-3,2,1,6,14,9,-3
O=C(NCc1ccccc1)C(c1ccccn1)N(C(=O)c1csnn1)c1ccccc1F (centres undefined),1,-1,2,2,0.99,-2,14,0,1
Cc1cc(C)cc(NC(=O)c2ccccc2NC(=O)CCC(=O)O)c1,0.95,6,10,7,1.1,-10,1,5,-10
O=C1OCC2=C1C(c1ccc(F)cc1)CC(=O)N2c1ccccc1 (centres undefined),1,24,-15,-5,0.95,·,6,-3,5
O=C1/C(=C/c2ccc([N+](=O)[O-])cc2)C=C(c2ccccc2)N1c1ccc(O)cc1,1,41*,18,5,0.82,5,9,-1,18
COc1ccc(Cl)cc1C(=O)Nc1ccc(N(C)C(C)=O)cc1,0.98,21,-27,5,1.1,-1,24,2,-8
CCOc1cc(-c2n[nH]c(=S)n2Cc2ccccc2)ccc1OC(F)F,1.2,19,-2,16,1,16,19,-18,0
Cc1ccc(-c2onc(C)c2C)cc1S(=O)(=O)N1CC(C)Oc2ccccc21 (centres undefined),1.1,13,18,9,0.9,-8,18,-7,10
CCN(CC)C(=O)CSc1nnc(CSc2ncccn2)n1C,0.98,-3,-15,-13,1,-4,4,2,-2
O=C(NCCN1CCOCC1)C1CCC(=O)N1Cc1ccc(F)cc1 (centres undefined),0.82,7,-17,-3,0.98,3,12,18,2
Cc1noc(C)c1S(=O)(=O)Nc1ccc2c(c1)C(=O)N([C@H](C)CO)C[C@H](C)[C@@H](CN(C)C(=O)NC1CCCCC1)O2,0.96,-6,0,17,1.2,-1,4,4,-20
C=CCOC(=O)C1=C[C@H](c2cn(C(C)=O)c3ccccc23)C[C@H](OCc2ccc(CO)cc2)O1,1.1,16,8,18,0.96,-10,7,-10,4
CC(=O)Nc1cccc(NC(=O)CSc2ccc(-c3ccccn3)nn2)c1,0.97,6,15,-13,0.93,3,4,3,7
CCN(CC(=O)Nc1ccccc1OC)C(=O)c1ccc(NS(=O)(=O)c2ccc(C(C)=O)cc2)cc1,0.97,-10,-6,-7,0.86,7,16,3,14
COC(=O)c1[nH]c2ccc(C)cc2c1NC(=O)CN1CCN(c2ccccc2)CC1,0.99,30,37,17,0.94,-16,5,1,6
Cc1cccc(OCc2nnc(SCC(=O)N(c3ccccc3)C3CCS(=O)(=O)C3)o2)c1 (centres undefined),0.92,12,7,1,0.99,-17,6,8,1
O=C(NCc1ccccn1)C1CCN(S(=O)(=O)N2CCC3(CC2)OCCO3)CC1,1.1,19,-6,3,1.1,-5,17,-8,-6
Cc1nc(-c2ccccc2)cc(=O)[nH]1,0.88,8,7,2,0.96,-12,15,12,4
COCCNC(=O)C(c1c[nH]c2ccccc12)N(C(=O)c1snc(C(N)=O)c1N)c1cccc(OC)c1 (centres undefined),0.97,7,23,7,0.97,-8,20,3,3
COc1ccc(CC2(CO)CCN(Cc3ccc4c(c3)CCO4)CC2)cc1,1.3,14,-13,3,1.1,4,13,-31,-6
CS(=O)(=O)Nc1ccccc1C(=O)N1CCOCC1,1.1,11,-1,-4,1,12,13,-12,-2
COc1ccc(CC(=O)Nc2ccc(S(=O)(=O)Nc3cc(OC)nc(OC)n3)cc2)cc1,1,16,-9,7,1.1,0,-4,-4,-6
CS(=O)(=O)Nc1ccccc1C(=O)Nc1cc(Cl)cc(Cl)c1,0.98,7,4,-9,0.85,11,3,2,15
COCCN1CSC(=S)N(Cc2ccco2)C1,0.77,17,4,-14,0.91,0,8,23,9
CCN(CC)CCCNC(=O)c1ccc(S(=O)(=O)Nc2ccc(C)c(C)c2)cc1,0.94,-2,8,6,0.97,-1,9,6,2
Cc1ccccc1C(=O)Nc1ccc(Cl)cn1,0.88,13,16,-4,0.98,-4,-14,12,2
C[C@H](NC(=O)c1nc[nH]c1C(=O)NCCCCCNC(=O)OC(C)(C)C)c1ccccc1,1.6,9,1,26,1,-7,2,-59,0
CN(CC(=O)Nc1ccccc1C(F)(F)F)C(=O)CSCc1ccccc1,1.1,2,-4,3,1,0,4,-10,-1
CCOC(=O)Nc1ccc2c(c1)ncn2C1CCCCC1,1.1,-1,12,8,1.2,1,-3,-13,-23
CCN1CCN(C(=S)Nc2ccc3nc(N4CCN(C)CC4)cc(C)c3c2)CC1,0.87,1,-3,16,1.1,4,2,13,-6
CC(C)C(NS(=O)(=O)c1cccc2nsnc12)C(=O)Nc1nc2ccc(Cl)cc2s1 (centres undefined),1,-6,-19,21,0.9,-6,-1,0,10
Cc1ccc(SCC(=O)Nc2oc(C)c3c(C)n[nH]c(=O)c23)cc1C,0.88,18,13,-4,1,-6,8,12,-2

ATG4B inhibitor, hit marks shown above.
SMILES | hIAP act | tim10-1 inh | TIM10 inh | mIAP activ | ATG4B inhibitor | NLRP3 yeast inh | hIAP inh | mIAP block
CCCCCCCCOC(=O)c1c(CSC(=N)N)n(C)c2cc(Br)c(OC(C)=O)cc12 | 0.96 | 46* | 25 | 0.98 | 40* | -3 | 4 | 2
